OXTR agonist: human OXTR agonists, primary screen, fluorescence, CHO-OTR cells, Fluo-8 calcium; Oxytocin receptor (Homo sapiens), P30559; Fluo-8 calcium fluorescence; normalized: DMSO 0%, oxytocin 100%; activation, % at 3 µM; 0.32% of 320,000 active; AID 2435, 2010;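 active = activation above the mean of all tested compounds plus 3 SD, cutoff set per screening run, cut at about 20% in these data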;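 note: peak over basal fluorescence ratio from a 100 s FLIPR kinetic read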
Target sequence (P30559 whole entry, looked up): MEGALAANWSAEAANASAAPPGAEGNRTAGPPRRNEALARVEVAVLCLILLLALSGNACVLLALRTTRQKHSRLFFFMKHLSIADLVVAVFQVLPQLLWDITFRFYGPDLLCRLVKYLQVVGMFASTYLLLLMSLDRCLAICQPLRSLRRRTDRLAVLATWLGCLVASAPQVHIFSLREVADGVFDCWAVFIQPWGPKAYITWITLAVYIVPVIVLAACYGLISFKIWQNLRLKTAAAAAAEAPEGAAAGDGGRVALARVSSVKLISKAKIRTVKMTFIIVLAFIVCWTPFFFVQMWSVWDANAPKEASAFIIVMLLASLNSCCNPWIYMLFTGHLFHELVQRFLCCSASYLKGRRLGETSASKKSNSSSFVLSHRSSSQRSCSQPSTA
GPR7 antagonist: GPR7 receptor antagonists, primary screen, cell-based, fluorescence, single concentration. AID 1861, 2009. inhibition, % at 4.4 µM. 1.1% of 290,000 active. Neuropeptides B/W receptor type 1 (Homo sapiens), P48145. GPR7-expressing cells, fluorescence antagonist assay; in the data active = inhibition above about 16%, passing the limit was not always enough;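 note: cells stimulated with the agonist NPW; 0% = agonist with vehicle and 100% = vehicle without agonist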
Target sequence (P48145 whole entry, looked up): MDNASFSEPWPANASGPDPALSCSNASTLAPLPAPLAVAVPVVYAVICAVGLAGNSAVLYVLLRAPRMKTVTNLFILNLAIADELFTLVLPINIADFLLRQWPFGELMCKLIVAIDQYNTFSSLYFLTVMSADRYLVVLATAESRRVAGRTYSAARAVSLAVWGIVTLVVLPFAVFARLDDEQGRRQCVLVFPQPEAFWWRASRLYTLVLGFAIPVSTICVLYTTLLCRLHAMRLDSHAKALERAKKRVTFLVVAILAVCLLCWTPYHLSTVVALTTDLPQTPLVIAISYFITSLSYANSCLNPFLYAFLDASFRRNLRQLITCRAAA
MEKK3 PB1 HTS: modulators of MEKK3-MEK5 PB1 binding, primary screen, biochemical, wildtype MEKK3, multiplex bead flow cytometry, Alexa488-MEK5; binding response (% of control), % at 10 µM; bead-based flow cytometry, Alexa488-MEK5 binding to MEKK3; actives lie on both sides; 0 = blocked by unlabeled MEK5, 100 = vehicle; 1.4% of 290,000 active; Mitogen-activated protein kinase kinase kinase 3 (Homo sapiens), Q99759;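 active = binding response more than 3 SD above or below the average of its plate-row segment, actives on both sides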;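 note: Alexa488 bead fluorescence after subtracting the streptavidin-only scavenger bead signal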
FID counter: compounds displacing fluorescent DNA intercalator, primary screen, artefact control for HCV NS3 helicase inhibitor project, biochemical, FID fluorescence; DNA fluorescent intercalator displacement; inhibition, % at 7.9 µM; 0.17% of 290,000 active; in the data active = inhibition above about 37%;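 note: 0% = vehicle and 100% = reference compound; higher means more ethidium bromide displaced from hairpin DNA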
PfM18AAP inh: PfM18AAP inhibitors, malaria aminopeptidase, primary screen, biochemical, QFRET, recombinant enzyme. H-Glu-NHMec fluorogenic cleavage. inhibition, % at 7.35 µM. 1.2% of 290,000 active. AID 1822, 2009;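 active = inhibition above the campaign mean inhibition over all tested compounds plus 3 SD, cut at about 28% in these data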;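 note: 0% = plate median of test compound wells and 100% = 2 mM ZnCl2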
MEKK2wt PB1 HTS: modulators of MEK5 binding to wildtype MEKK2, primary screen, biochemical, multiplex bead flow cytometry, Alexa488-MEK5. Alexa488-MEK5 binding to MEKK2 WT; actives lie on both sides. 1.1% of 290,000 active. binding response (% of control), % at 10 µM. Mitogen-activated protein kinase kinase kinase 2 (Homo sapiens), Q9Y2U5. AID 1531, 2009; in the data active = binding response below about 67% or above about 130%
PHOSPHO1 block: PubChem AID 1565; recombinant PHOSPHO1, absorbance phosphatase assay; inhibition, % at 13.3 µM; 1.1% of 290,000 active; in the data active = inhibition above about 60%
Target sequence (Q8TCT1 whole entry, looked up): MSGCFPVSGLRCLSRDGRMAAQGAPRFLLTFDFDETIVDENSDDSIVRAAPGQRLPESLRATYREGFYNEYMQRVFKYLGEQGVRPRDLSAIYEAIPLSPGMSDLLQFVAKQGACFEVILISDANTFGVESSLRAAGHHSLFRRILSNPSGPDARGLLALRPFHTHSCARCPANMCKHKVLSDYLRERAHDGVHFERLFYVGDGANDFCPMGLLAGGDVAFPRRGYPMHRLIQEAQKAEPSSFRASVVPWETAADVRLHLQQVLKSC
NALP1 inh: NALP1 inflammasome inhibitors in reconstituted yeast, colorimetric, S. cerevisiae, triplicate retest | 0.61% of 280,000 active | inhibition, % at 10 µM | AID 2071, 2009 | S. cerevisiae NALP1/ASC/caspase-1 growth, X-gal OD620, 72 h; in the data active = inhibition mostly above about 24%, no sharp cut-off; inactive = mostly below about 32%; note: some compounds called inactive have numbers as strong as hits
MEKK2 mut-MEK5: MEK5 binding signal on mutant MEKK2 PB1, primary screen, biochemical, multiplex bead flow cytometry, Alexa488-MEK5; 0.35% of 290,000 active; Alexa488-MEK5 binding to MEKK2 mutant; percent response, % at 10 µM; in the data active = percent response above about 24%, passing the limit was not always enough; note: inactives centre near 1; some results filed as inactive read as strong as hits; reference of the scale not given here
The depositor's hits bear a star; nt = not tested or not shown; [ ] = another dose, or the depositor's remark.

The line under a structure holds: OXTR agonist, GPR7 antagonist, MEKK3 PB1 HTS, FID counter, PfM18AAP inh, MEKK2wt PB1 HTS, PHOSPHO1 block, NALP1 inh, MEKK2 mut-MEK5
CC(C)=CCc1c(C)nc2ccccc2c1C(=O)O
    1.2, -16, 100, 5, -7, 99, 46, 1, 3
O=c1c(-c2ccc3c(c2)OCCO3)coc2c(CN3CCOCC3)c(O)ccc12
    0.4, -11, 104, -9, 5, 104, 24, 22, 3
CC(=O)C1=C(C)Nc2ncnn2C1c1cccc(O)c1 (stereo unspecified)
    0.8, -9, 100, 1, 4, 101, 24, 7, 1
Cc1scc(C(=O)N/N=C/c2ccco2)c1C
    -1.1, -12, 114, -4, -8, 107, -20, -5, 2
Cc1ccc(SCc2noc(C(=O)NC(C)C)c2C(=O)O)cc1C
    -1.1, -12, 96, -30, 0, 98, 37, -2, -1
Cc1ccccc1C(=O)NC1CCSC1=O (stereo unspecified)
    -0.3, -11, 99, -2, 0, 98, 10, nt, -9
CNC(=O)Cn1c(=O)n(C)c2ccccc21
    0.0, -3, 103, 10, -11, 103, 16, -2, 5
Cc1cc(C)c(S(=O)(=O)Nc2c(C)n(C)n(-c3ccccc3)c2=O)cc1[N+](=O)[O-]
    nt, -7, 108, -11, 2, 112, 44, -10, 15
CCOC(=O)Nc1ccc(C)cc1C
    -0.7, -1, 109, -1, 2, 107, 0, 0, 4
COc1ccccc1CNc1cc(C)ccn1
    -0.9, 0, 105, 2, -4, 107, 30, 14, 9
COc1ccc(/C=C2\C(=O)NCC(=O)N2Cc2ccccc2)cc1
    3.1, 18, 107, -10, -11, 100, 3, 26, 9
C=CCn1c(=O)c2ccccc2n2c(SCc3nc4ccccc4s3)nnc12
    -2.4, -7, 104, -27, -5, 99, 21, 7, 0
COc1cc(NS(=O)(=O)c2ccc(NC(=O)CSC3=NCCS3)cc2)nc(OC)n1
    -0.1, -17, nt, -34, 10, nt, 76*, -1, nt
NC(=O)CSc1nnc(-c2ccco2)n1N
    0.2, 6, 105, -2, 8, 103, 0, -6, 2
Cc1ccccc1CN(C)Cc1cc(=O)oc2c(C)c(C)ccc12
    -1.4, 14, 97, -25, -4, 94, 35, 32, -6
CCN(CC)C(=O)CN1CCC(c2nc3cc(C)c(C)cc3[nH]2)CC1
    -0.6, -9, 105, 0, 1, 107, 24, 10, 7
COc1ccc(NC(=O)C2CCCN2C(=O)NC2CCCCC2)cc1 (stereo unspecified)
    0.2, -8, 100, -6, 1, 101, 3, 16, 3
COc1ccc(-n2c(SC)nc(O)cc2=O)cc1
    1.2, -13, 105, -4, -2, 105, 3, -25, 4
Cc1cc(C)c2nc(Cl)c(Cl)nc2c1
    -0.3, -11, 97, 1, -4, 101, 27, 21, -4
Cc1nnc(CN(C)C(=O)c2cc(COc3ccc(F)cc3Cl)on2)o1
    0.4, 6, 108, -14, -18, 111, 18, 19, 6
O=C(NC1CCCc2ccccc21)c1ccccc1 (stereo unspecified)
    -1.7, 2, 104, -4, 0, 102, 5, 17, 3
CC(Cl)C(=O)N1c2ccccc2CCc2ccccc21 (stereo unspecified)
    -1.2, -14, 102, -14, -3, 100, nt, -144, 2
CC1Sc2ccc(S(=O)(=O)N3CCC(C(=O)N4CCN(C)CC4)CC3)cc2NC1=O (stereo unspecified)
    1.7, 16, 100, 13, 1, 102, 23, 21, -1
CN(Cc1cc2ccccc2[nH]c1=O)S(C)(=O)=O
    -0.5, 0, 99, 3, -14, 97, -14, 17, -3
COc1ccc(Cc2nnc(NC(=O)C(C)C)s2)cc1
    -1.7, -3, 111, -10, -19, 105, 20, 21, 7
O=C(c1cc(-c2ccccc2)on1)N1CCCCCC1
    -0.6, -8, 103, -18, -11, 103, 18, 20, -3
Cn1c(SCC(=O)N2CCc3ccccc32)nnc1C1CC1
    -0.9, 4, nt, -4, -2, nt, 3, -3, nt
O=c1c2ccccc2nc(SCc2ccc([N+](=O)[O-])cc2)n1CCCO
    -1.2, 7, 102, -1, -2, 109, 7, 25, 12
O=C(c1cccnc1)N1c2ccccc2Sc2ccccc21
    -1.8, -19, 103, -21, -10, 103, -23, 3, 3
Cc1ccc(S(=O)(=O)N(C)C)cc1NC(=O)COC(=O)C1COc2ccccc2O1 (stereo unspecified)
    1.1, 2, 108, 6, -2, 102, -2, -3, -1
O=C(N/N=C/c1cccc(Br)c1)c1ccc(N2CCCC2=O)cc1
    3.0, 4, 102, -27, 0, 105, 28, 3, 5
Cc1nnc(SCC(=O)N2CCCCC2)s1
    -0.2, -5, 104, 1, -2, 108, 22, 10, 6
O=C(CCC1CCCN(Cc2cccc3c2OCO3)C1)NCc1ccc(F)c(F)c1 (stereo unspecified)
    0.1, 6, 105, 16, 0, 100, 41, 4, 1
COCCNC(=S)N/N=C(\C)c1ccc(O)cc1
    -0.1, -8, 105, -5, 9, 106, -3, 3, 5
CCc1nnc(NC(=O)CSc2nnc(CNc3ccc(C)cc3)n2C)s1
    -1.4, -5, 114, -7, 5, 102, 33, -4, -2
Cc1ccc(COc2ccc3c(c2)OCO3)cc1
    -0.6, -12, 101, -11, 0, 102, 6, -4, 2
Clc1cccc(-c2ccc(CNCCCN3CCOCC3)o2)c1
    1.0, 10, 91, 36, -7, 113, 46, 13, 1
O=C(O)CCC(NC(=O)C(Cc1ccc2c(c1)OCO2)NC(=O)c1ccccc1)C(=O)O (stereo unspecified)
    nt, -11, 106, -3, 9, 106, -2, 13, 10
CCN(CC)CCNC(=O)c1cn(C)c2ccc(S(=O)(=O)N(C)C3CCCCC3)cc2c1=O
    -0.3, -4, 86, 14, 0, 89, -3, 2, -4
CCC(Sc1ccc2nnc(-c3ccc(F)cc3)n2n1)C(=O)OC (stereo unspecified)
    -2.2, -14, 105, -12, 1, 107, 30, nt, 3
CC(Sc1nnc(COc2ccc([N+](=O)[O-])cc2)n1-c1ccccc1)C(=O)O (stereo unspecified)
    -0.4, 3, 92, -25, 0, 88, -5, -13, -10
COc1cccc(-c2nnc(-c3ccc(C(F)(F)F)cc3)o2)c1
    -1.0, -4, 112, -9, 5, 96, 8, -40, -2
Cc1c(NC(=O)c2ccc(Cl)nc2)cccc1-c1nc2cccnc2s1
    3.7, 0, 105, -15, -10, 98, -6, nt, 3
Cc1cc(C)cc(-n2nnc(C(=O)NCc3ccco3)c2N)c1
    -1.9, 0, 103, -12, 2, 94, -2, 12, -1
COC(=O)C1C(=O)c2c([nH]c(C(=O)OCCSC)c2C)CC1C (stereo unspecified)
    0.1, -2, 102, -12, 2, 102, 0, -5, 2

9 entries from above, reformatted.
| Structure | OXTR agonist | GPR7 antagonist | MEKK3 PB1 HTS | FID counter | PfM18AAP inh | MEKK2wt PB1 HTS | PHOSPHO1 block | NALP1 inh | MEKK2 mut-MEK5 |
| --- | --- | --- | --- | --- | --- | --- | --- | --- | --- |
| Clc1cccc(-c2ccc(CNCCCN3CCOCC3)o2)c1 | 1.0 | 10 | 91 | 36 | -7 | 113 | 46 | 13 | 1 |
| O=C(O)CCC(NC(=O)C(Cc1ccc2c(c1)OCO2)NC(=O)c1ccccc1)C(=O)O (stereo unspecified) | nt | -11 | 106 | -3 | 9 | 106 | -2 | 13 | 10 |
| CCN(CC)CCNC(=O)c1cn(C)c2ccc(S(=O)(=O)N(C)C3CCCCC3)cc2c1=O | -0.3 | -4 | 86 | 14 | 0 | 89 | -3 | 2 | -4 |
| CCC(Sc1ccc2nnc(-c3ccc(F)cc3)n2n1)C(=O)OC (stereo unspecified) | -2.2 | -14 | 105 | -12 | 1 | 107 | 30 | nt | 3 |
| CC(Sc1nnc(COc2ccc([N+](=O)[O-])cc2)n1-c1ccccc1)C(=O)O (stereo unspecified) | -0.4 | 3 | 92 | -25 | 0 | 88 | -5 | -13 | -10 |
| COc1cccc(-c2nnc(-c3ccc(C(F)(F)F)cc3)o2)c1 | -1.0 | -4 | 112 | -9 | 5 | 96 | 8 | -40 | -2 |
| Cc1c(NC(=O)c2ccc(Cl)nc2)cccc1-c1nc2cccnc2s1 | 3.7 | 0 | 105 | -15 | -10 | 98 | -6 | nt | 3 |
| Cc1cc(C)cc(-n2nnc(C(=O)NCc3ccco3)c2N)c1 | -1.9 | 0 | 103 | -12 | 2 | 94 | -2 | 12 | -1 |
| COC(=O)C1C(=O)c2c([nH]c(C(=O)OCCSC)c2C)CC1C (stereo unspecified) | 0.1 | -2 | 102 | -12 | 2 | 102 | 0 | -5 | 2 |

Other results
The line under a structure holds: OXTR agonist, GPR7 antagonist, MEKK3 PB1 HTS, FID counter, PfM18AAP inh, MEKK2wt PB1 HTS, PHOSPHO1 block, NALP1 inh, MEKK2 mut-MEK5
Cc1ccc(NC(=O)/C(C#N)=C/c2ccc(C)s2)c(C)c1
    0.7, -6, 109, -4, -5, 39*[inhibitor], -9, 4, 13
CCOCCCn1c(=NC(=O)c2ccc(OC)c(OC)c2)c(C#N)cc2c(=O)n3cccc(C)c3nc21
    -0.2, 5, nt, -3, -1, nt, -15, 7, nt
CSc1ccccc1NC(=O)CN(C)C(=O)c1ccc2c(c1)OCCO2
    0.1, -6, 95, -14, 5, 102, 13, 2, 0
O=C(COc1ccccc1)N1CCN(S(=O)(=O)Cc2ccccc2)CC1
    4.0, 5, 108, -15, -7, 106, 7, 2, 6
COCCNC(=O)COC(=O)c1nsc(Cl)c1Cl
    -0.4, -16, 92, 4, -2, 91, -36, -25, -7
Cc1ccc(C(=O)Nc2ccccc2SCC2CSc3nc4ccccc4c(=O)n32)cc1 (stereo unspecified)
    -2.0, -2, 102, -30, 2, 101, 29, -13, 6
CCOc1ccc(S(=O)(=O)N2CCC(C(=O)N3CCOCC3)CC2)cc1C
    0.8, 2, 100, -32, 4, 99, 18, -1, 1
CCCS(=O)(=O)N1CCC(C(=O)Oc2ccc(OC)cc2)CC1
    0.2, 15, 104, -19, 0, 108, nt, -34, 1
CCN(c1cccc(C)c1)C(C(=O)Nc1ccc(OC)cc1)c1cc2c(cc1[N+](=O)[O-])OCO2 (stereo unspecified)
    -1.9, -15, 95, -14, 17, 97, -10, 22, -1
CCOC(=O)c1sc(C)c(C(=O)NCC(C)(C)CN(C)C)c1N
    -0.4, -3, 88, 4, -12, 92, 34, 8, -14
Cc1ccc(C2C(N)C(=O)N2c2ccc(C)cc2)cc1 (stereo unspecified)
    0.3, 5, 104, -19, -2, 106, 28, 14, 10
CCOc1cccc(CNCCSc2nnnn2C)c1
    -0.2, -1, 102, 21, -11, 102, 41, 27*, -4
Cc1ccc(NCc2nnc(SCC(=O)NNC(=O)Cc3ccccc3)n2C)cc1
    0.6, -13, 107, -14, 2, 108, 35, nt, 6
CCc1ccc2c(CN3CCc4ccccc43)cc(=O)oc2c1
    -2.3, 5, 92, -7, 7, 87, 27, 1, -11
COc1ccc(S(=O)(=O)N2CCCCC2)cc1C(=O)Nc1cc(C)on1
    5.6, -5, 108, -22, 6, 118, 28, 6, 12
COc1ccc2cnn(-c3ccc(OC(F)(F)F)cc3)c(=O)c2c1OC
    -3.1, -12, 99, -2, 8, 102, 45, 12, 1
COC(=O)CCC(=O)NNC(=O)c1ccc([N+](=O)[O-])cc1
    0.2, -4, 108, -12, 1, 103, 16, 13, -7

Source: PubChem BioAssay
